Screening results from PubChem BioAssay.
S1P4 ag = activates the human S1P4 receptor | O95977 | 0.35% of 220,000 active | activation, % at 4.98 µM | S1P4-expressing cell line, agonist reporter assay | AID 1509; in the data active = activation above about 11%;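 also: 0% = DMSO vehicle and 100% = reference agonist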
NPY Y1 blocker = NPY-Y1 (human) receptor antagonism; P25929; HEK293-CNG Y1 cells, membrane potential fluorescence; NPY at EC95, then isoproterenol; inhibition, % at 3.6 µM; 1% of 200,000 active; AID 1040;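 active = inhibition above the campaign mean inhibition of all tested compounds plus 3 SD, cut at about 20% in these data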;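 also: 0% = DMSO wells given NPY plus isoproterenol and 100% = isoproterenol alone without NPY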
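Material: Y1- and CNG-channel-expressing HEK293 cells / Probe or stimulus: NPY 25 nM then isoproterenol 1 µM plus Ro 20-1724 25 µM / Doses: 3.6 µM single dose, DMSO 0.4% / Schedule: compound incubation 1 h at room temperature, readout 45 min post-stimulation / Signal: membrane potential fluorescence / Benchmarks: isoproterenol-only wells as full block versus NPY-plus-isoproterenol wells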
NPY-Y1 PAM-ag = human NPY-Y1 potentiation or agonism, primary screen | 0.37% of 220,000 active | activation, % at 3.6 µM | P25929 | NPY-Y1 expressing cells, potentiator/agonist activation; in the data active = activation above about 33%, passing the limit was not always enough;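 also: cells stimulated with NPY at EC10 then isoproterenol at EC100; 0% = low agonist plus stimulus and 100% = saturating agonist plus stimulus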
Ba/F3 V617F tox = lowers viability of Ba/F3 cells expressing EpoR and JAK2V617F | ATP luminescence | inhibition, % at 5.6 µM | 1.1% of 220,000 active | AID 1446;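 active = inhibition above the campaign mean plus 3 SD over all tested compounds, cut at about 24% in these data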;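 also: cytokine-independent growth of Ba/F3 cells driven by EpoR plus mutant JAK2; 0% = DMSO-treated cells and 100% = JAK inhibitor I control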
BaF3 tox = counter-screen for JAK2V617F inhibitors: parental Ba/F3 viability inhibitors. 1.1% of 220,000 active. AID 1486. inhibition, % at 5.6 µM. CellTiter-Glo ATP luminescence;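 active = inhibition above a per-campaign cutoff, the mean inhibition of all tested compounds plus 3 SD, cut at about 27% in these data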;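 also: 0% = DMSO wells and 100% = JAK Inhibitor I control wells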
NPY2 pot ag = potentiates or activates human NPY-Y2 receptor; P49146; cells expressing NPY-Y2, potentiator/agonist read-out; activation, % at 3.6 µM; 0.45% of 220,000 active; in the data active = activation above about 27%;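 also: cells stimulated with NPY near EC25 plus isoproterenol at EC100; 0% = vehicle plus submaximal agonist and 100% = vehicle plus saturating agonist; some results beyond the cut were filed as inactive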
Target sequence (P49146 whole entry, looked up): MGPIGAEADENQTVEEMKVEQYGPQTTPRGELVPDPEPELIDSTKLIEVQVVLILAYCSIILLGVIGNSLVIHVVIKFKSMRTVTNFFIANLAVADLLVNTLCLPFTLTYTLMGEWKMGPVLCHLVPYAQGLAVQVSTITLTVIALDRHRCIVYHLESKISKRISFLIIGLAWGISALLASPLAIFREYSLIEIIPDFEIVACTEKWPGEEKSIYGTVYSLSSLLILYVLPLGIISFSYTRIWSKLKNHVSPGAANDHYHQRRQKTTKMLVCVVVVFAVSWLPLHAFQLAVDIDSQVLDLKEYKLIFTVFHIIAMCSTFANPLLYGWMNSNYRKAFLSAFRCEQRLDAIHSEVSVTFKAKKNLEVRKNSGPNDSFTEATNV
CHOP inh = blocks CHOP induction under ER stress | 3.8% of 220,000 active | inhibition, % at 10 µM | CHO-K1 CHOP-promoter luciferase, tunicamycin-induced, 15-18 h;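 active = compounds that reduced the stress-induced luciferase reporter signal by more than about 70% of percent inhibition, limit read from the data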;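 also: 0% = tunicamycin plus vehicle and 100% = wells without tunicamycin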
S1P4 antagonist = blocks the human S1P4 receptor. S1P4-expressing cells, antagonist mode, reporter read-out. inhibition, % at 4.98 µM. 0.26% of 220,000 active. AID 1510; in the data active = inhibition above about 29%;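 also: 0% = wells stimulated with agonist and 100% = vehicle wells without agonist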
p47phox inh = inhibitors of human p47phox binding | p47phox/p22phox peptide binding, fluorescence polarization, 2 h | inhibition, % at 24.7 µM | P14598 | 0.53% of 220,000 active;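 active = inhibition above about 30%, limit read from the data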;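 also: 0% = p47phox with labelled peptide and 100% = labelled peptide alone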
Target sequence (P14598 whole entry, looked up): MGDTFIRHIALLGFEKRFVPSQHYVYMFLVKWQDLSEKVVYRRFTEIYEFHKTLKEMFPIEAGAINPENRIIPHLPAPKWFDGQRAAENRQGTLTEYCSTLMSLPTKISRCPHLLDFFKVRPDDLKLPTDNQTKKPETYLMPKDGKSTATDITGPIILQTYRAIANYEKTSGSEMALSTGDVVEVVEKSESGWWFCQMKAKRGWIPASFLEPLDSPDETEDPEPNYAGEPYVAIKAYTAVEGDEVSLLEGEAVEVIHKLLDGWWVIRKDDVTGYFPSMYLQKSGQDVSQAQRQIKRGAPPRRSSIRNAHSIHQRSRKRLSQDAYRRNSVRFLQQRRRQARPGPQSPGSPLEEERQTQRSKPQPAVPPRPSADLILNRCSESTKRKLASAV
* hit, by the source's call; x = not tested or not shown. No enrichment for hits; overall some 7.1% were active at least once.

Every second line gives: S1P4 ag | NPY Y1 blocker | NPY-Y1 PAM-ag | Ba/F3 V617F tox | BaF3 tox | NPY2 pot ag | CHOP inh | S1P4 antagonist | p47phox inh
- O=c1c2ccccc2nc2n1C(CSCc1ccccc1)CS2 (centres undefined)
  0.8 | -8 | 12 | -2 | 40* | -5 | 2 | -14 | -4
- CCC(=O)Nc1c(C(=O)Nc2cccc(OC)c2)oc2ccccc12
  -4.0 | 8 | -12 | -1 | 5 | -5 | -9 | 0 | -4
- Cc1c(NC(=S)NC(=O)CCc2ccccc2)c(=O)n(-c2ccccc2)n1C
  0.4 | 5 | 5 | 5 | 15 | -5 | 2 | -6 | -4
- COc1ccc(-c2noc(CN3CCN(c4ccccc4F)CC3)n2)cc1OC
  -0.4 | 11 | -4 | -3 | 2 | -18 | 16 | -15 | -2
- CS(=O)(=O)N(CC(=O)NCCc1ccccc1)C1CCCCC1
  1.3 | 10 | 18 | -1 | 6 | -4 | 1 | -4 | -9
- CCNc1nc(NC(C)CC)nc(Oc2ccc(OCC)nn2)n1 (centres undefined)
  1.5 | 7 | 12 | -2 | -3 | 9 | -17 | -25 | -8
- CCOCCNC(=O)c1ccccc1C(=O)NCCOCC
  -3.7 | 3 | -18 | -2 | 1 | 1 | -40 | -6 | 8
- COC(=O)c1cccc(NC(=O)/C=C/c2ccc3c(c2)OCO3)c1
  1.0 | 1 | -8 | 17 | 16 | -2 | 16 | -22 | -16
- CCN1/C(=C\C(=S)Nc2ccccc2)Sc2ccccc21
  -2.0 | -4 | -2 | -2 | 7 | 4 | -26 | 14 | -87
- C=CCn1c(SC/C=C/c2ccccc2)nnc1-c1sc(N)nc1C
  2.2 | 0 | -21 | -1 | 3 | 1 | 25 | 1 | -12
- Cc1ccccc1OC/C(O)=C(\C#N)c1nc2ccccc2[nH]1
  0.0 | -3 | -5 | 3 | 2 | -11 | 53 | -18 | -21
- COCCn1c(-c2ccsc2)nc2c1c(=O)[nH]c(=O)n2CC(C)C
  1.6 | -2 | 12 | 1 | 5 | 11 | 16 | -17 | -1
- COc1ccc2c(=O)c3c(=O)n(-c4ccc(C)cc4)c(-c4ccccc4)nc3oc2c1
  -0.3 | x | -13 | -3 | -1 | 4 | -3 | 1 | -8
- Cc1ccc(C(O)c2ccncc2)cc1 (centres undefined)
  0.1 | 7 | 4 | -4 | 2 | 11 | 7 | -3 | -11
- CCc1ccc(N2CC(C(=O)Nc3cccnc3)CC2=O)cc1 (centres undefined)
  -1.1 | 1 | 6 | -4 | 2 | 2 | 24 | -10 | -16
- Cc1oc(/C=N/NC(=O)CN(c2ccccc2Cl)S(C)(=O)=O)cc1Br
  -0.3 | 3 | -6 | -2 | 6 | 4 | -6 | -10 | 0
- O=C1C(Cl)=C(NCCc2ccccc2)C(=O)N1CCc1ccccc1
  -2.2 | 9 | -40 | -3 | 1 | 9 | 48 | 5 | 6
- CC(C(=O)Nc1ncn[nH]1)N1C(=O)c2ccccc2C1=O (centres undefined)
  -2.3 | -1 | 1 | -3 | 1 | 0 | -13 | -7 | 0
- CCOc1ccc(-c2nn(-c3ccccc3)cc2/C=C2\SC(=S)N(C3CCS(=O)(=O)C3)C2=O)cc1 (centres undefined)
  -0.1 | 1 | 0 | -5 | 0 | 13 | 3 | -9 | -66
- O=C(Cc1ccccc1)Nn1c(O)c(/C=C2\C=Nc3ccccc32)sc1=S
  1.8 | -7 | -5 | 3 | 8 | -4 | 16 | -9 | -7

Later entries
Every second line gives: S1P4 ag | NPY Y1 blocker | NPY-Y1 PAM-ag | Ba/F3 V617F tox | BaF3 tox | NPY2 pot ag | CHOP inh | S1P4 antagonist | p47phox inh
- CN1CCN(NC(=S)Nc2ccccc2)CC1
  1.6 | 4 | 21 | -2 | 9 | 4 | 9 | -2 | 0
- Cc1ccc(NC(=O)C2CC(=O)OC23CCOC(C)(C)C3)cc1 (centres undefined)
  -4.0 | 3 | -1 | -2 | 1 | 9 | 18 | 0 | -3
- CC(=O)c1cccc(NC(=O)C2CCCC2)c1
  0.0 | 5 | 12 | 2 | 4 | -22 | 10 | 6 | -1
- CCOc1ccccc1Nc1cc(C)nc2nc(C)nn12
  -0.1 | 5 | -3 | 4 | 8 | 8 | 5 | -7 | -4
- O=C(CSc1nnc(Cc2cccs2)n1Cc1ccco1)Nc1ccc(Cl)cc1Cl
  1.0 | 31* | -20 | 0 | 3 | -6 | 36 | 8 | -30
- CNC(=O)CSc1ncnc2c1cnn2-c1ccccc1
  -0.8 | 0 | -16 | 4 | 4 | 4 | -29 | -7 | 0
- Cc1c2ccccc2nc2c(F)c(NC(C)C)c(F)c(F)c12
  1.0 | 4 | -19 | -2 | 2 | -3 | 11 | 5 | 20
- COCc1[nH][nH]c(=O)c1C=Nc1ccc(OC(F)(F)F)cc1
  0.1 | 6 | -11 | -1 | 0 | -11 | 1 | -15 | -2
- CCN(C(=O)COC(=O)c1cc(C)n(-c2ccc(F)cc2)c1C)C1CCS(=O)(=O)C1 (centres undefined)
  -0.3 | 5 | -26 | -4 | 2 | -6 | -18 | -11 | -5
- Nc1nc2ccc(N3CCOCC3)cc2s1
  -3.3 | -6 | -18 | 6 | 10 | -15 | 1 | -15 | -7
- COC(=O)Cn1nc(-c2ccccc2)c2ccccc2c1=O
  0.4 | 0 | -20 | 2 | 8 | 0 | 26 | -5 | -11
- COc1cc(NC(=O)C(C)Oc2ccccc2)c(C(=O)O)cc1OC (centres undefined)
  2.3 | 9 | -31 | 0 | 4 | -13 | 10 | -8 | -25
- NS(=O)(=O)c1ccc(NC(=O)CCC2CCCCC2)cc1
  2.5 | 6 | 17 | 0 | 2 | -6 | 32 | 1 | -15
- CN1CCC(=NNC(=O)C(=O)NC2CCCCC2)CC1
  -3.0 | 3 | -2 | 2 | 4 | 2 | 38 | -3 | -2
- CCC(=O)c1cc(F)ccc1OCC(=O)N1CCN(c2ccc(F)cc2)CC1
  -0.1 | 11 | -12 | -3 | 5 | 0 | 31 | -2 | -7
- N#CC(C#N)=C1C=C2C=C(N3CCCCC3)CCC2CC1 (centres undefined)
  0.3 | 2 | 11 | -1 | 7 | 4 | -14 | -15 | 113*
- Nc1nc2n(n1)C(=O)CC(c1ccc(Cl)cc1)N2 (centres undefined)
  -0.9 | -3 | 1 | -5 | -1 | 6 | -11 | -18 | 8
- COc1cccc(/C=C2\SC(=N)N(c3ccc(F)cc3)C2=O)c1
  0.3 | -3 | 21 | -5 | -3 | -1 | 14 | -1 | -13
- Cc1nc2c(C(=O)NCc3ccco3)cnn2c(C)c1Cc1ccc(F)cc1Cl
  0.4 | -5 | 1 | -4 | 1 | 2 | 46 | 4 | -7
- CC1=CC(C)(C)N(C(=O)CSc2nncn2C)c2ccccc21
  1.6 | 4 | 11 | 0 | 2 | 0 | 2 | -4 | 9

Later entries.
Every second line gives: S1P4 ag | NPY Y1 blocker | NPY-Y1 PAM-ag | Ba/F3 V617F tox | BaF3 tox | NPY2 pot ag | CHOP inh | S1P4 antagonist | p47phox inh
- Cc1ccc(N=C2CSC(=O)N2)cc1
  1.0 | 2 | 15 | -4 | 5 | 1 | 0 | -8 | -4
- CN(C)C(=O)C1OC(C)(C)OC1C(=O)N(C)C (centres undefined)
  1.2 | 1 | -10 | 1 | 4 | 1 | 6 | 18 | -3
- COc1ccc(-c2[nH]ncc2CN2CCSCC2)c(OC)c1
  0.4 | 3 | 1 | 2 | 8 | 5 | -22 | 9 | 4
- CCN(Cc1ccccc1)S(=O)(=O)c1ccc(S(=O)(=O)N2CCN(CCC#N)CC2)cc1
  0.7 | 5 | -4 | 0 | 7 | -1 | 51 | -7 | -2
- C/C(=N\NC(N)=S)c1ccncc1
  -0.5 | x | -11 | -2 | -2 | -7 | 5 | -4 | -15
- O=C(NCc1ccccn1)C(=O)NN=C1CCCCCCC1
  0.8 | 7 | 0 | 0 | 2 | 16 | 4 | 2 | 0
- COc1cccc(/C=N/NC(=O)c2ccc(N(C)S(=O)(=O)c3ccccc3)cc2)c1OC
  0.3 | 12 | 2 | -1 | 11 | -4 | 3 | 5 | -4
- CC(C)N(c1ccccc1)c1ccc(NC(=O)CCl)cc1
  -0.2 | 6 | -9 | 10 | 4 | 2 | -103 | -4 | -4
- Nc1ccc(N=Nc2ccccc2Cl)c(N)n1
  0.5 | x | 35 | -2 | -7 | 20 | -4 | -3 | -11
- Cn1c(CNc2nc(-c3ccccc3)cs2)nnc1SCC(=O)N1CCc2ccccc21
  1.6 | -1 | -6 | 0 | 2 | 10 | 45 | -17 | -11
- COc1ccc(NC(=O)c2cc(F)cc(F)c2)cc1Cl
  -2.3 | -1 | 9 | -2 | 5 | -5 | -16 | 10 | -1
- Cc1csc(NC(=O)CCc2c(C)nc3cc(-c4ccc(Cl)cc4)nn3c2C)n1
  196* | 1 | -36 | 6 | 7 | 1 | 88* | 2 | 12
- Cc1cc(NC(=O)c2cc(-c3ccc(Br)cc3)on2)no1
  3.0 | 7 | -14 | -3 | 3 | -3 | -10 | -9 | -11
- CCOC(=O)C1CCCN(C/C(O)=C(\C#N)c2nc(-c3ccc(Cl)cc3)cs2)C1 (centres undefined)
  1.4 | 11 | -49 | 1 | 6 | -16 | 52 | -12 | -20
- O=C(NC1CCN(C(=S)NCc2ccco2)CC1)c1ccc(F)cc1
  -0.9 | -3 | 18 | -2 | 4 | -16 | -6 | -25 | -2
- CCCS(=O)(=O)N1CCN(CCCc2ccccc2)CC1
  -1.2 | -4 | -6 | 5 | 7 | -13 | 17 | 7 | -1
- Cc1nn(-c2ccccn2)c2c1C(=O)C(Br)CC2 (centres undefined)
  1.1 | 1 | 7 | -2 | 3 | -3 | -185 | -15 | -16
- CC(=O)NC(CCS(C)(=O)=O)C(=O)Nc1ccc(C)c(F)c1 (centres undefined)
  -1.2 | -5 | -21 | 1 | 6 | -1 | -11 | 18 | -5
- CC(C)CC(=O)N1CCN(Cc2ccccc2[N+](=O)[O-])CC1
  1.0 | 4 | 7 | -1 | 4 | 0 | 6 | -10 | -1
- CCOc1ccc(CN2CCN(Cc3cc4ccccc4[nH]3)CC2CCO)cc1 (centres undefined)
  2.9 | 10 | -4 | 0 | 6 | -15 | 63 | 1 | -19

(more compounds)
Every second line gives: S1P4 ag | NPY Y1 blocker | NPY-Y1 PAM-ag | Ba/F3 V617F tox | BaF3 tox | NPY2 pot ag | CHOP inh | S1P4 antagonist | p47phox inh
- Cc1cc(NCCCN2CCOCC2)n2nc(C)c(-c3ccccc3)c2n1
  1.4 | -2 | 16 | 2 | 6 | 4 | -5 | -14 | -8
- O=C(Nc1ccc(Cl)cn1)c1ccc(-c2cc(Cl)ccc2Cl)o1
  -0.1 | 14 | 24 | -2 | 7 | 14 | 11 | -2 | 25
- COc1ccccc1/C=C/C=N/NC(=O)c1ccncc1
  1.3 | 2 | 21 | 1 | 7 | -10 | 1 | -19 | -4
- Cc1noc(NS(=O)(=O)c2ccc(NC(=O)c3ccc(N4C(=O)c5ccccc5C4=O)cc3)cc2)c1C
  0.2 | 8 | 6 | 1 | 7 | -3 | -18 | -14 | -21
- Cc1ccc(S(=O)(=O)NCCCCCC(=O)Nc2cccc(C)c2)cc1
  0.7 | 0 | 21 | -2 | 0 | 0 | 58 | -13 | -8
- Cc1sc2nc3ccc(N4CCCCC4)nn3c(=O)c2c1C
  1.2 | 3 | -20 | -2 | 2 | -6 | -34 | -6 | -12

NPY Y1 blocker: entries above that show a hit
| Compound | S1P4 ag | NPY Y1 blocker | NPY-Y1 PAM-ag | NPY2 pot ag | CHOP inh | S1P4 antagonist | p47phox inh |
| --- | --- | --- | --- | --- | --- | --- | --- |
| O=C(CSc1nnc(Cc2cccs2)n1Cc1ccco1)Nc1ccc(Cl)cc1Cl | 1.0 | 31* | -20 | -6 | 36 | 8 | -30 |
